C diff growth – inhibitors of Clostridium difficile growth. growth activity, negative = inhibition, % at 16 µg/mL (by protocol). AID 1259249. Clostridium difficile clinical isolate growth, OD600, 24 h; stronger effect = lower value. 86,000 compounds, 0.25% hits;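 active = mean growth activity at or below -80% and every replicate also at or below -80%; inconclusive = mean at or below -80% but some replicate above -80%; inactive = mean growth activity above -80%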;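 note: 0% = DMSO wells and -100% = levofloxacin 16 µg/mL wells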
T cruzi growth – T. cruzi proliferation inhibition; T. cruzi beta-gal in NIH3T3, GalScreen luminescence, 90 h; inhibition, % at 8.34 µM; 77,000 compounds, 5.9% hits; AID 624255;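 active = mean inhibition above about 93%, with at least 55% of replicates each passing it, limit read from the data, passing the limit was not always enough; inconclusive = only one of those two conditions holds; inactive = neither condition holds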
GASC1 inh – KDM4C (human) demethylase inhibition. 96,000 compounds, 0.15% hits. GST-KDM4C 2-372, H3K9me3 peptide, LANCE TR-FRET. inhibition, % at 12.5 µM;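 active = mean replicate inhibition above about 25%, with at least 55% of replicates also reaching it, limit read from the data, passing the limit was not always enough; inconclusive = only one of those two conditions met; inactive = neither condition met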
Target sequence (Q9H3R0 2-372 limits assumed): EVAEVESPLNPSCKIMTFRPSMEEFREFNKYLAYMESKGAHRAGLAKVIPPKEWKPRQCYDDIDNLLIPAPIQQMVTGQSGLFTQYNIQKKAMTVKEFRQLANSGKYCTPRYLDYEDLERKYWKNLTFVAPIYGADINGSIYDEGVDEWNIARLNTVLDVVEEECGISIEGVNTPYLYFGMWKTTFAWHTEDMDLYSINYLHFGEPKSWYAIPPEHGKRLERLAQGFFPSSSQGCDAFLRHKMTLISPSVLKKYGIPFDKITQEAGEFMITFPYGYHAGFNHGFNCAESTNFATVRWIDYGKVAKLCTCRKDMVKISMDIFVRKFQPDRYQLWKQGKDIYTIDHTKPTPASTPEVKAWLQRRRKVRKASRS
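reagent = H3K9me3 peptide substrate, Fe(II), 2-oxoglutarate | system = GST-tagged GASC-1 (JMJD2C) catalytic fragment, aa 2-372 | amount = enzyme final amount 10 nM | read-out = Fall in 671/618 emission ratio as inhibition | medium = HEPES buffer, pH 7.5, plus ascorbate | schedule = 30 min reaction, 60 min detection, RT | measured by = LANCE TR-FRET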
Pf Dd2 inh – blocks growth of Plasmodium falciparum Dd2 parasites. 94,000 compounds, 2.3% hits. P. falciparum Dd2 growth, SYBR Green, 72 h; stronger effect = lower value. activity change, % at 10 µM; in the data active = activity change below about -80%; inconclusive = no clear call, values can overlap the other calls
Active calls of the source: *; ? = inconclusive; · = no result given. Hits appear at their usual frequency; overall some 7.2% were active at least once.

Structure	C diff growth	T cruzi growth	GASC1 inh	Pf Dd2 inh
O=C(C[C@H]1CC[C@H](NC(=O)Nc2ccc(F)cc2)[C@H](CO)O1)NCc1cccc(F)c1	4	·	0.4	·
C[C@@H]1CN([C@H](C)CO)C(=O)Cc2cc(NC(=O)Nc3ccc(C(F)(F)F)cc3)ccc2O[C@H]1CN(C)CC1CCCCC1	6	58	-2.7	0
CC(C)NC(=O)N(C)C[C@@H]1Oc2cc(-c3ccccc3F)ccc2S(=O)(=O)N([C@H](C)CO)C[C@@H]1C	-13	11	-0.5	·
CNC(=O)C[C@@H]1CC[C@@H]2[C@H](COC[C@H](O)CN2C(=O)c2ccccn2)O1	·	-10	-3.1	4
O=C(NCCN1CCCC1)[C@H]1[C@H](CO)[C@H]2Cn3c(cccc3=O)[C@@H]1N2C(=O)NC1CCCC1	5	·	-1.0	2
CCNC(=O)C[C@@H]1CC[C@H]2[C@@H](COc3ccc(NC(=O)c4cscn4)cc3C(=O)N2C)O1	0	8	-0.1	-6
COc1cccc(S(=O)(=O)N2CCCCN3[C@H](CO)[C@@H](c4ccc(C#CCC(C)C)cc4)[C@@H]3C2)c1	-1	56	-0.8	-54
CCCN1[C@H](C(=O)N[C@H](C)c2ccccc2)[C@@H](CO)[C@@H]2Cn3c(cccc3=O)[C@@H]21	-3	·	0.2	-2
N#C[C@H]1[C@H](c2ccccc2-c2ccc(F)cc2)[C@H](CO)N1c1ncc(-c2ccccc2)s1	-7	·	0.5	-4
CN1C(=O)c2cc(NS(C)(=O)=O)ccc2OC[C@@H]2O[C@H](CC(=O)NCc3ccccc3)CC[C@@H]21	-1	-31	4.8	-4
O=C(Cc1ccccc1)N1C[C@H]2[C@@H](c3ccccc31)[C@@H](CO)N2C(=O)Cc1ccccc1	-2	-2	0.8	-11
COc1cccc(-c2cnc3c(c2)C(=O)N([C@@H](C)CO)C[C@@H](C)[C@@H](CN(C)CC2CCOCC2)O3)c1	-1	62	-0.1	19
C[C@H](O)C#Cc1ccc2c(c1)O[C@@H](CN(C)C(=O)c1ccncc1)[C@H](C)CN([C@H](C)CO)S2(=O)=O	-12	-26	0.5	-15
CCC(=O)N1CC(=O)N2[C@H](C1)[C@@H](c1ccc(-c3ccccc3F)cc1)[C@@H]2CO	-11	·	0.0	0
C[C@H](CO)N1C[C@H](C)[C@H](CN(C)C(=O)c2ccccc2F)Oc2cc(-c3ccc(F)cc3)ccc2S1(=O)=O	-14	11	-1.0	-50
COc1cccc(C#Cc2cnc3c(c2)C(=O)N([C@@H](C)CO)C[C@H](C)[C@H](CN(C)CC2CC2)O3)c1	-7	24	-6.8	-73
COc1ccc(C#Cc2ccc3c(c2)O[C@H](CN(C)C(=O)NC2CCCCC2)[C@H](C)CN([C@@H](C)CO)S3(=O)=O)cc1	-3	?	-3.3	-6
O=C(Nc1ccc(F)cc1)N[C@@H]1CC[C@H](CCn2cc(-c3ccc(F)cc3)nn2)O[C@@H]1CO	-4	22	-1.5	-56
C[C@@H]1CN([C@H](C)CO)C(=O)Cc2cc(NC(=O)Cc3cn(C)c4ccccc34)ccc2O[C@H]1CN(C)C(=O)Nc1ccc2c(c1)OCO2	8	-20	0.8	2
Cc1noc(C)c1NC(=O)Nc1ccc2c(c1)C(=O)N([C@H](C)CO)C[C@H](C)[C@@H](CN(C)C(=O)Nc1ccc(F)cc1)OCCCC[C@H](C)O2	0	24	-0.9	4
C[C@@H]1CN([C@@H](C)CO)C(=O)c2cc(NC(=O)Cc3ccccc3)ccc2O[C@@H](C)CCCCO[C@@H]1CN(C)C(=O)C1CCCCC1	4	-7	-0.1	-76
Cc1cc(C(=O)Nc2cccc3c2O[C@H](CN(C)C(=O)Nc2ccc(C(F)(F)F)cc2)[C@@H](C)CN([C@H](C)CO)C3=O)n(C)n1	-4	-42	-0.9	-2
C[C@@H]1CN([C@H](C)CO)C(=O)Cc2cc(NC(=O)CCN3CCOCC3)ccc2O[C@H]1CN(C)S(=O)(=O)c1ccc(Cl)cc1	0	-20	-0.5	15
CN(C)C(=O)C[C@@H]1CC[C@@H](NC(=O)Nc2cccc(F)c2)[C@H](CO)O1	3	·	-0.3	1
C[C@H](CO)N1C[C@H](C)[C@@H](CN(C)CC2CC2)OCCCC[C@H](C)Oc2ccc(NC(=O)CCC(F)(F)F)cc2C1=O	3	42	2.2	10
Cc1ccccc1-c1ccc([C@@H]2[C@H](CO)N3CCCCN(S(=O)(=O)c4ccc(F)cc4)C[C@@H]23)cc1	30	112*	-1.1	-74
CO[C@@H]1CN(C)C(=O)c2ccc(NC(=O)c3ccccc3)cc2OC[C@@H](C)N(C)C[C@@H]1C	-5	-20	0.1	·
C[C@@H]1CN([C@H](C)CO)S(=O)(=O)c2ccc(C#Cc3ccncc3)cc2O[C@@H]1CN(C)S(=O)(=O)c1ccc(F)cc1	1	?	-1.0	-83*
CO[C@H]1CN(C)C(=O)c2ccc(NC(=O)NC(C)C)cc2OC[C@@H](C)N(Cc2ccc(-c3ccccn3)cc2)C[C@H]1C	·	·	7.8	-30
CCS(=O)(=O)N1CCC2(CC1)CN(C)[C@@H](CO)c1c2c2ccc(OC)cc2n1C	5	·	0.6	-24
CC(C)C#Cc1ccc2c(c1)O[C@@H](CN(C)C(=O)C1CC1)[C@@H](C)CN([C@@H](C)CO)S2(=O)=O	-1	·	-2.5	-47
Cc1cccc(-c2ccc([C@@H]3[C@@H](CO)N4CCCCN(C(=O)c5cccnc5)C[C@@H]34)cc2)c1	-2	100*	-1.1	-7
COC(=O)C[C@H]1CC[C@H]2[C@H](COc3ccc(NC(=O)c4ccccc4)cc3C(=O)N2C)O1	1	19	-0.4	6
C[C@H]1CN([C@@H](C)CO)C(=O)c2cc(NC(=O)Nc3cccc4ccccc34)ccc2O[C@H]1CN(C)S(=O)(=O)c1ccccc1	3	-47	-3.0	-18
COCC(=O)N(C)C[C@@H]1Oc2cc(-c3ccc(OC)cc3)ccc2S(=O)(=O)N([C@@H](C)CO)C[C@@H]1C	-2	13	-1.8	-16
COc1ccc2c3c(n(C)c2c1)[C@H](CO)NCC31CN(Cc2ccc(F)cc2)C1	75	·	-1.0	-84*

With a hit mark in Pf Dd2 inh, of those listed so far:
SMILES,C diff growth,GASC1 inh,Pf Dd2 inh
C[C@@H]1CN([C@H](C)CO)S(=O)(=O)c2ccc(C#Cc3ccncc3)cc2O[C@@H]1CN(C)S(=O)(=O)c1ccc(F)cc1,1,-1.0,-83*
COc1ccc2c3c(n(C)c2c1)[C@H](CO)NCC31CN(Cc2ccc(F)cc2)C1,75,-1.0,-84*

Remaining list, next part:
Structure	C diff growth	T cruzi growth	GASC1 inh	Pf Dd2 inh
OC[C@H]1[C@@H](c2ccc(-c3cccc(F)c3)cc2)[C@H]2CN(Cc3cncnc3)CCCCN21	0	85	0.0	-32
C[C@@H]1CN([C@H](C)CO)C(=O)c2cc(/C=C/c3ccccc3)cnc2O[C@H]1CN(C)Cc1ccc2c(c1)OCO2	25	121*	-0.1	-62
CC(C)C#Cc1ccc([C@H]2[C@@H](CO)N3C(=O)CN(C(=O)C4CCCCC4)C[C@@H]23)cc1	42	·	-1.1	-59
C[C@@H]1CCCCO[C@@H](CN(C)S(=O)(=O)c2cn(C)cn2)[C@@H](C)CN([C@H](C)CO)C(=O)c2cc(NS(=O)(=O)c3ccc(Cl)cc3)ccc2O1	3	-30	-1.3	-38
C[C@H]1CN([C@@H](C)CO)C(=O)Cc2cc(NC(=O)CCN3CCOCC3)ccc2O[C@H]1CN(C)Cc1ccncc1	2	10	-0.6	3
C[C@H]1CN([C@@H](C)CO)C(=O)c2cc(-c3ccc(F)cc3)cnc2O[C@@H]1CN(C)C(=O)Cc1ccccc1	1	27	-0.5	-14
C[C@@H]1CN([C@@H](C)CO)S(=O)(=O)c2ccc(C#Cc3cccc(F)c3)cc2O[C@@H]1CN(C)C(=O)NC1CCCCC1	1	·	-1.3	-12
C[C@@H]1CN([C@H](C)CO)S(=O)(=O)c2ccc(-c3ccccc3)cc2O[C@H]1CN(C)S(C)(=O)=O	6	38	0.9	-51
C[C@@H]1CN([C@H](C)CO)C(=O)Cc2cc(NS(=O)(=O)c3ccc(F)cc3)ccc2O[C@H]1CN(C)Cc1ccc(C(F)(F)F)cc1	63	55	1.1	24
C[C@@H]1CCCCO[C@@H](CN(C)C(=O)Cc2ccccc2)[C@@H](C)CN([C@@H](C)CO)C(=O)c2cc(NC(=O)Nc3ccc(F)cc3)ccc2O1	0	15	-0.1	-49
COc1ccc(S(=O)(=O)Nc2ccc3c(c2)C(=O)N([C@H](C)CO)C[C@H](C)[C@H](CN(C)C(=O)CCCN(C)C)OCCCC[C@H](C)O3)cc1	-3	12	-1.0	17
CN1C(=O)c2cc(NC(=O)Nc3ccccc3)ccc2OC[C@@H]2O[C@H](CC(=O)NC3CCC3)CC[C@@H]21	5	-33	-0.3	-14
CCS(=O)(=O)N1CC2(CN[C@@H](CO)c3c2c2ccc(OC)cc2n3C)C1	-2	·	0.4	-68
COCC(=O)N1[C@H](CN(C)C(=O)c2ccncc2)[C@@H](c2ccccc2)[C@@H]1CO	-5	75	0.1	5
COc1ccc2c3c(n(C)c2c1)[C@H](CO)N(Cc1cccnc1)CC31CN(C(=O)c2cccnc2)C1	14	·	0.0	-25
O=C(C[C@H]1C=C[C@H](NC(=O)C2CC2)[C@@H](CO)O1)NCc1ccccc1Cl	·	14	-0.6	16
C[C@@H]1CN([C@@H](C)CO)C(=O)c2cccc(NC(=O)Nc3ccccc3)c2O[C@@H]1CN(C)S(=O)(=O)c1ccccc1	-7	41	0.9	-32
Cc1ccc(S(=O)(=O)Nc2ccc3c(c2)C(=O)N([C@@H](C)CO)C[C@H](C)[C@@H](CN(C)Cc2ccc(C(=O)Nc4ccccc4N)cc2)O3)cc1	0	·	0.1	-74
C[C@@H]1CN([C@H](C)CO)C(=O)CCCn2cc(nn2)CO[C@H]1CN(C)Cc1ccc2c(c1)OCCO2	·	4	-0.3	23
C[C@H]1CN([C@@H](C)CO)C(=O)c2cc(NS(=O)(=O)c3cn(C)cn3)ccc2O[C@H]1CN(C)Cc1ccc(Cl)c(Cl)c1	-5	43	-1.0	14
CCC(=O)N1CC2(C1)CN(Cc1ccc3c(c1)OCO3)[C@@H](CO)c1c2c2ccc(OC)cc2n1C	-7	·	0.5	-58
Cc1noc(C)c1NC(=O)N(C)C[C@@H]1Oc2c(NS(=O)(=O)c3cccs3)cccc2C(=O)N([C@H](C)CO)C[C@@H]1C	·	9	-0.6	2
C[C@@H]1CN([C@@H](C)CO)C(=O)c2cc(NS(=O)(=O)c3ccc(F)cc3)ccc2O[C@@H](C)CCCCO[C@@H]1CN(C)C(=O)Nc1ccc(C(F)(F)F)cc1	-1	·	0.3	-88*
C[C@@H]1CN([C@H](C)CO)C(=O)Cc2cc(NC(=O)NC3CCCCC3)ccc2O[C@H]1CN(C)S(=O)(=O)c1ccccc1	-3	1	-1.0	-38

Ordered by formula weight (ascending): some entries from above
Structure	C diff growth	T cruzi growth	GASC1 inh	Pf Dd2 inh
CCC(=O)N1CC2(C1)CN(Cc1ccc3c(c1)OCO3)[C@@H](CO)c1c2c2ccc(OC)cc2n1C	-7	·	0.5	-58
COc1ccc2c3c(n(C)c2c1)[C@H](CO)N(Cc1cccnc1)CC31CN(C(=O)c2cccnc2)C1	14	·	0.0	-25
Cc1noc(C)c1NC(=O)N(C)C[C@@H]1Oc2c(NS(=O)(=O)c3cccs3)cccc2C(=O)N([C@H](C)CO)C[C@@H]1C	·	9	-0.6	2

The listing continues:
Structure	C diff growth	T cruzi growth	GASC1 inh	Pf Dd2 inh
C[C@H](NC(=O)[C@@H]1[C@@H](CO)[C@@H]2Cn3c(ccc(C4=CCCCC4)c3=O)[C@H]1N2)c1ccccc1	-5	-16	-1.7	28
COc1ccc(NC(=O)Nc2ccc3c(c2)C(=O)N([C@H](C)CO)C[C@H](C)[C@@H](CN(C)Cc2ccc(C(F)(F)F)cc2)OCCCC[C@H](C)O3)cc1	6	72	0.3	-1
C[C@@H]1CN([C@@H](C)CO)C(=O)Cc2cc(NC(=O)Nc3ccccc3)ccc2O[C@@H]1CN(C)C(=O)Nc1ccccc1	-2	40	-0.7	26
C[C@@H]1CCCCO[C@@H](CN(C)Cc2ccc(C(F)(F)F)cc2)[C@@H](C)CN([C@H](C)CO)C(=O)c2cc(NC(=O)Nc3cccc4ccccc34)ccc2O1	6	102*	-4.6	31
CCC(=O)N1[C@H](CO)[C@H](c2ccccc2)C12CN(C(=O)Cc1ccccc1)C2	13	·	-0.8	-11
O=S(=O)(N[C@@H]1CC[C@@H](CCn2cc(-c3cccnc3)nn2)O[C@H]1CO)c1ccc(Cl)cc1	1	-3	0.0	-5
Cc1ccc(S(=O)(=O)N(C)C[C@@H]2OCCCC[C@H](C)Oc3ccc(N(C)C)cc3C(=O)N([C@@H](C)CO)C[C@H]2C)cc1	0	?	-0.2	-79
